# Screening data: PubChem BioAssay, National Center for Advancing Translational Sciences (NCATS)
# Rhodamine autofl: qHTS Assay for Spectroscopic Profiling in Rhodamine Spectral Region; Rhodamine-region fluorescence, 547/598 nm, Tris buffer; stronger effect = higher value; AID 594, 2007; max dye-equivalent concentration, M; 59,000 compounds, 0.05% hits; in the data active means max dye-equivalent concentration above about 11 nM; inconclusive means between about 1.1 nM and that limit
#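 Read-out is relative fluorescence at 547 nm excitation and 598 nm emission, expressed as dye-equivalent concentration using rhodamine standards on every plate. Each compound was profiled across a concentration series after 15 min in 100 mM Tris, pH 8.0.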
# 15-hLO inh: qHTS Assay for Inhibitors of 15-hLO (15-human lipoxygenase) | Polyunsaturated fatty acid lipoxygenase ALOX15 (Homo sapiens), P16050 | purified 15hLO-1, xylenol orange hydroperoxide absorbance | Potency, µM (doses to about 57.1 µM), without a hit: at the highest dose activity change, negative = inhibition, actives largely listed as inhibitors | 74,000 compounds, 1.4% hits; further: potency means the concentration at half of the fitted maximal effect; on the % scale 0 is the no-effect control and ±100 the full control effect; nearly all actives have a fitted effect of over 55% in size
# Target sequence (P16050 whole entry, looked up): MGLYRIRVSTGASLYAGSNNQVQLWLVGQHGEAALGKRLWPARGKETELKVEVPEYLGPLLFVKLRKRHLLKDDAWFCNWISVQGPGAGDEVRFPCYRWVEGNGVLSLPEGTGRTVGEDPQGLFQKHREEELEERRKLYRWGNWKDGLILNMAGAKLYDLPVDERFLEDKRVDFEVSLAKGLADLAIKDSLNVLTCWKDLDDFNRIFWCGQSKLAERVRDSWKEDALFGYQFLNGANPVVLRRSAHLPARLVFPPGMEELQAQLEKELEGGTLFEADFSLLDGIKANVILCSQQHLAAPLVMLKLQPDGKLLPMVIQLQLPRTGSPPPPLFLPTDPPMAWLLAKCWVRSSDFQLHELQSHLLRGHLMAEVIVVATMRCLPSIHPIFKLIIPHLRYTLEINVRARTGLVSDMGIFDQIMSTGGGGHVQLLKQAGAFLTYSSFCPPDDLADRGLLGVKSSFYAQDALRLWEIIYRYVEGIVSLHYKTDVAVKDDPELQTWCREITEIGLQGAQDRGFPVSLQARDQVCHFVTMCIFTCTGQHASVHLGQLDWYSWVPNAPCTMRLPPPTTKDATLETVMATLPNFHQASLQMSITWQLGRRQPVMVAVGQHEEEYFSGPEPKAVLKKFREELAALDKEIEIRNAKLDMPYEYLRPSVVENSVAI
#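 Purified human 15hLO-1 (40 nM final) in 25 mM Hepes pH 7.5, 0.01% Triton X-100 was preincubated with compound 15 min at room temperature, then reacted 6 min with 50 uM arachidonic acid; hydroperoxide detected by Fe-XO, 573/405 nm absorbance ratio.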
# HBB splice mod: qHTS Assay for Modulators of Hemoglobin Beta Chain Splicing | HBB splicing reporter cell assay, activation; EGFP reporter with mutant IVS2-654 intron; response scale: normalised to 500 nM splice-correcting PNA | Potency, µM (top dose mostly 46.1 µM), without a hit: at the highest dose activation, usual class: activators | 65,000 compounds, 0.06% hits; further: potency means the concentration at half of the fitted maximal effect; 0% is about no effect
#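 Compounds were applied for 2 days to HeLa EGFP-654 cells, 500/well in Optimem with 2% FCS. The reporter's EGFP is disrupted by mis-splicing of beta-globin intron IVS2-654. Readout: summed well GFP fluorescence from 488 nm laser scanning; reference was 500 nM antisense […] 654 PNA.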
# CRE-bla Fsk: Cell signaling CRE-BLA (Fsk stim); CHO CRE-bla reporter (cAMP response element driving beta-lactamase), forskolin EC10, beta-lactamase ratio; 71,000 compounds, 2.5% hits; AID 662, 2007; Potency, µM (series often up to 38.2 µM), for the others: at the top dose activity change, negative = inhibition, actives largely listed as activators; active means well fitted activation curve with a large enough effect in the signal ratio, with a control signal flat, not every such curve was filed as active; inconclusive means small, poorly fitted or top-dose-only effect, or effect the other way, or a change in a side signal; the % refers to the signal ratio; further: potency means the concentration at half of the fitted maximal effect; % of control where 0% means no effect
#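 Using CellSensor CRE-bla CHO cells in Opti-MEM with 0.5% dialyzed FBS, compounds were titrated with EC10 NKH 477 for 3 h at 37 °C. CCF4 ratio (460/530 nm) gave %Activity; AC50 derived.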
# Hsp90 Hop PPI: qHTS Assay for Disrupters of an Hsp90 Co-Chaperone Interaction; Hsp90 C-terminal peptide / TPR2A (Hop) interaction, human; AlphaScreen TPR2A-His6 binding biotin-Hsp90 C-terminal peptide; Potency, µM (series often up to 57 µM), inactives show top-dose activity change, negative = inhibition; 71,000 compounds, 0.44% hits; AID 595, 2007; active means well fitted curve in either direction with a large enough effect; inconclusive means small, poorly fitted or top-dose-only effect, or another doubt; further: potency means the concentration at half of the fitted maximal effect; on the % scale 0 is the no-effect control and ±100 the full control effect; many of its hits are not listed in these tables
# Pol III holo inh: qHTS Assay for Inhibitors of DNA Polymerase III Holoenzyme System | reconstituted DNA polymerase III holoenzyme replication, biochemical | Potency, µM (titrated, usually from 57.1 µM), inactives show at the highest dose activity change, negative = inhibition | 71,000 compounds, 0.25% hits | AID 603, 2007; further: potency means the concentration at half of the fitted maximal effect; on the % scale 0 is the no-effect control and ±100 the full control effect
#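 Reconstituted *E. coli* holoenzyme (0.35 nM Pol III, 1 nM beta, 154 nM SSB, 2 nM primase) was preincubated with compound for 15 min at RT. Synthesis on 1.4 nM ssM13Gori ran 35 min, then was stopped with PicoGreen/EDTA and read as dsDNA fluorescence.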
# FLuc inh: qHTS Assay for Inhibitors of Firefly Luciferase; Luciferin 4-monooxygenase (Photinus pyralis), P08659; purified firefly luciferase, luminescence, 8 min; Potency, µM (highest dose often 57.1 µM), without a hit: at the top dose activity change, negative = inhibition, most hits filed as inhibitors; 72,000 compounds, 2.2% hits; AID 411, 2009; further: potency means the concentration at half of the fitted maximal effect; on the % scale 0 is the no-effect control and ±100 the full control effect; nearly all actives have a fitted effect of over 40% in size
#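 Firefly luciferase (PKLight detection mix) with 10 uM ATP in pH 7.2 imidazole buffer (KCl, MgCl2, Tween 20, BSA). Compounds tested across a concentration series (qHTS). Luminescence read after 8 min at ambient temperature.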
# TexasRed autofl: qHTS Assay for Spectroscopic Profiling in Texas Red Spectral Region. Compound fluorescence, Texas Red channel, 547/618 nm; stronger effect = higher value. max dye-equivalent concentration, M. 59,000 compounds, 0.06% hits. AID 587, 2007; in the data active means max dye-equivalent concentration above about 10 nM; inconclusive means between about 1.1 nM and that limit
#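 Compound titrations in 100 mM Tris pH 8.0 were incubated 15 min at room temperature and read at 547 nm excitation / 618 nm emission. Texas Red six-point standard curve on each plate converted fluorescence to dye-equivalent concentration.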
# HADH2 inhib: qHTS Assay for Inhibitors of HADH2 (Hydroxyacyl-Coenzyme A Dehydrogenase, Type II). 3-hydroxyacyl-CoA dehydrogenase type-2 (Homo sapiens), Q99714. recombinant HADH2, NADH fluorescence, beta-hydroxybutyryl-CoA. Potency, µM (series often up to 57.1 µM), for the others: top-dose activity change, negative = inhibition, actives largely listed as inhibitors. 73,000 compounds, 3.4% hits; further: potency means the concentration at half of the fitted maximal effect; on the % scale 0 is the no-effect control and ±100 the full control effect; nearly all actives have a fitted effect of over 60% in size; many of its hits are not listed in these tables
# Target sequence (Q99714 whole entry, looked up, one chain of several): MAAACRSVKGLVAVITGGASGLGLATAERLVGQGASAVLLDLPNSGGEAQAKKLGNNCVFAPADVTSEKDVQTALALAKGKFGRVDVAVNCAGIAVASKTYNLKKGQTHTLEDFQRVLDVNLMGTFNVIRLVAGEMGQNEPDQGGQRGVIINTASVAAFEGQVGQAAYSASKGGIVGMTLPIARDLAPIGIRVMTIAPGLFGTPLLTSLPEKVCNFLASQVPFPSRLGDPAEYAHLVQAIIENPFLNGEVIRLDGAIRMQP
#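 Read-out: 360 nm excitation, 450 nm emission, kinetic over 4 min. Conditions: His-tagged human HADH2 20 nM, pH 9.0 Tris with Tween-20, 1 mM NAD+, 90 uM beta-hydroxybutyryl-CoA.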
# ERK AVP inh: qHTS Assay for Inhibitors of the ERK Signaling Pathway using a Homogeneous Screening Assay | 72,000 compounds, 0.99% hits | HEK293-V1b, vasopressin-stimulated pERK AlphaScreen | Potency, µM (doses to about 57.5 µM), for the others: at the highest dose activity, negative = inhibition, actives largely listed as inhibitors; further: potency means the concentration at half of the fitted maximal effect; on the % scale 0 is the no-effect control and ±100 the full control effect; nearly all actives have a fitted effect of over 55% in size
#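 Overnight-seeded V1b-HEK293 cells in 1% FBS got compound, then vasopressin (25 nM final, 5 min, 37C), then lysis buffer. AlphaScreen detection of phospho-ERK; activity normalized to basal and full-stimulation controls.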
# Tau filament bind: qHTS Assay for Tau Filament Binding; Potency, µM (titrated, usually from 57.1 µM), inactives show at the highest dose activity change, negative = inhibition; 71,000 compounds, 2% hits; recombinant tau filaments, thioflavin S fluorescence, 15 h; filaments grown with octadecylsulfate alongside compound; Microtubule-associated protein tau (Homo sapiens), P10636;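 further: potency means the concentration at half of the fitted maximal effect; on the % scale 0 is the no-effect control and ±100 the full control effect; actives lower thioflavin S fluorescence by blocking filaments or displacing dye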
#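 ThS-based fibril read: tau 1 uM final, inducer ODS 30 uM final, 37 C for 15 h, ex 450/em 510 nm.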
# An asterisk follows results filed as active; i = inactive; ? = inconclusive; . = not tested or not shown; & = joins results of further samples; [ ] = another dose, or the depositor's remark. Unless noted, the call rests on the fitted dose curve; in most records, active means well fitted curve in the direction sought with a large enough effect; inconclusive means small, poorly fitted or top-dose-only effect, or another doubt; inactive means no such curve, though single readings can be large; an effect the other way counts as inactive or inconclusive. A portion of the library; rates above refer to the full screens.
SMILES,Rhodamine autofl,15-hLO inh,HBB splice mod,CRE-bla Fsk,Hsp90 Hop PPI,Pol III holo inh,FLuc inh,TexasRed autofl,HADH2 inhib,ERK AVP inh,Tau filament bind
COc1cc(C(=O)Nc2ccc(NC(=O)C3CC3)nc2)cc(OC)c1OC,i,4%,.,?,-5%,4%,-3%,i,-2%,-6%,9%
CC1(C)CC(=O)C2=C(C1)Nc1ncnn1C2c1ccccn1 (stereo not given),i,11%,1.2%[57.5 µM],-3%,-4%,0%,0%,?,-14%,-1%,-11%
Cc1cc(NC(=O)c2cc(-c3ccco3)on2)n(-c2ccccc2)n1,i,-6%,-4.0%,-10%,-5%,0%,-1%,i,-5%,-14%,-26%
CCOC(=O)N1CCN(Cc2nc3c(c(=O)n(C)c(=O)n3C)n2CCCc2ccccc2)CC1,?,0%,-1.4%[0.369 µM],?,-9%,-6%,0%,?,7%,-19%,11%
COCCN(C(=O)Nc1ccc(OC)cc1OC)C1CCN(C(C)C)CC1,i,11%,1.1%[57.5 µM],9%,-5%,0%,2%,i,12%,-12%,1%
Cc1cc(C)c2c(N)c(C(=O)Nc3nccs3)sc2n1,.,-12%,-3.2%,?,-26%,-10%,0.5µM*,.,65%[activator],10%,352%
COc1ccccc1-c1nnc2sc(COc3ccc(Cl)cc3Cl)nn12,i,-6%,-2.1%[0.369 µM],5%,-6%,-8%,-10%,?,4%,-17%,16%
O=C(NCC1CCS(=O)(=O)C1)NCC1CCS(=O)(=O)C1 (stereo not given),i,19%,-2.7%,?,-3%,-3%,1%,i,0%,3%,1%
c1ccc2oc(SCc3cn4ccccc4n3)nc2c1,i,7%,-0.2%[57.5 µM],?,-4%,-2%,-25%,i,18%,-15%,1%
O=C(CCN1C(=O)c2ccccc2C1=O)NCCC1=CCCCC1,i,7%,0.7%[0.369 µM],-10%,-1%,-7%,1%,?,9%,-2%,-4%
CCOC(=O)c1cnc(SCc2nc(N)nc(Nc3ccc(F)cc3)n2)nc1N,i,?,-0.5%,?,-3%,-4%,-7%,i,?,-12%,50%
CCOc1cc(C2C(C(=O)c3ccco3)=C(O)C(=O)N2CCc2ccccc2)ccc1O (stereo not given),i,-64%,-5.0%,?,-3%,-5%,-1%,?,-4%,16%,159%
COc1cccc(-c2nnc(Nc3nc4c(F)cccc4s3)o2)c1,i,13%,1.7%,?,1%,-3%,13µM*,?,-1%,5%,44%
CCCCOc1ccc(CSc2n[nH]c(C)n2)cc1,i,-9%,-0.6%,12%,-4%,-4%,-3%,i,-8%,-25%,-1%
Cn1nnc(NC(=O)c2ccc(C(C)(C)C)cc2)n1,i,2%,.,0%,-4%,-4%,10µM*,i,-6%,-10%,3%
COc1ccc(-c2cc(C(=O)NCc3cccnc3)no2)cc1OC,i,-1%,0.5%,?,-2%,-3%,-3%,i,-11%,1%,2%
O=C(CCc1ccc(O)cc1)c1c(O)cc(O)cc1O,i,-10%[25.6 µM],-0.3%,?,-3%&-6%,-6%&0%,1%[11.4 µM],i,?,?,?
CCC(C)NC(=O)COc1ccc(S(=O)(=O)N2CCOCC2)cc1 (stereo not given),i,16%,-0.6%,?,-2%,-8%,4%,i,-2%,13%,40%
Cc1cccc(N2CCN(C(c3cccs3)c3nnnn3C(C)(C)C)CC2)c1C (stereo not given),i,-5%,-0.3%[57.5 µM],-1%,-1%,4%,3%,?,6%,15%,12%
Cc1ccc(C(C(=O)NCc2ccco2)N(CCc2ccccc2)C(=O)Cn2nnc3ccccc32)o1 (stereo not given),i,-7%,.,-16%,-5%,-2%,1%,i,3%,-2%,-1%
CCn1c(SCCOc2ccc(Cl)cc2)nnc1-c1cccs1,i,-9%,-0.6%[57.5 µM],-2%,11%,1%,-1%,i,3%,-24%,42%
C=C(CC(=O)O)C(=O)O (tested in a mixture with another compound),i,?,-1.3%[9.22 µM],0%[7.6 µM],-15%[11 µM],-3%[11.4 µM],0%[11.4 µM],i,1%[11.4 µM],-1%[11.5 µM],24%[11.4 µM]
CC(=O)Nc1ccc2c(c1)n(C)c(=O)n2C,i,-4%,-1.5%,1%,-2%,0%,-3%,i,-17%,13%,5%
CCCCC(=O)Nc1ccc2oc(-c3cccnc3)nc2c1,i,-4%,-3.5%[57.5 µM],?,-4%,-3%,-12%,i,12%,-9%,-2%
CN1CCN(CC(O)COCc2ccc3c(c2)OCO3)CC1 (stereo not given),i,-5%,-1.5%,-8%,-2%,-4%,-1%,i,?,12%,-2%
CCn1c(CSc2nnc(-c3cccnc3)n2-c2ccccc2C)nc2cc(C(=O)O)ccc21,2.6e-07M*,-21%,-7.7%,?,-8%,-2%,0%,4.2e-07M*,?,-15%,-8%
O=C(Cn1nnc(-c2ccccc2Cl)n1)N1CCN(S(=O)(=O)c2ccc(Cl)cc2)CC1,i,-5%,-0.1%[57.5 µM],1%,-1%,-2%,0%,i,9%,8%,23%
c1ccc(CCNc2ccc3nncn3n2)cc1,.,21%,0.0%,1%,-2%[2.3 µM],0%,2%,.,5%,-7%,-9%
O=C(CN(c1cccc(C(F)(F)F)c1)S(=O)(=O)c1ccccc1)N1CCOCC1,.,4%[11.4 µM],0.9%[0.0738 µM],?,-2%[11 µM],-1%[11.4 µM],2%,.,4%[11.4 µM],-10%,9%[11.4 µM]
O=c1cnc2cnc(OCc3ccccc3)nc2n1Cc1ccc(F)cc1,i,-16%,0.5%,?,0%,-5%,-3%[11.4 µM],i,-9%,32%[activator],?
O=C(NCCN1CCOCC1)c1cccc(Cl)c1,i,-5%,-0.7%,?,-3%,-5%,-1%,i,-3%,-12%,6%
CCOc1ccc(OCC)c(NC(=O)C2CCCN(S(=O)(=O)c3cccs3)C2)c1 (stereo not given),i,-7%,3.7%,1%,-3%,8%,2%,i,2%,-18%,4%
